# Screening data as filed in PubChem.
# Redox H2O2 prof – compounds producing H2O2 with reducing agent – biochemical, NIH compound library profiling, artefact control for MLSCN library redox annotation, primary screen. DTT-dependent redox cycling H2O2, phenol red/HRP absorbance; 100% = 100 µM peroxide control, 0% = buffer. activation, % at 10 µM. 200,000 tested, 0.03% active;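 active = activation of at least 50% relative to the plate's high and low controls in the primary single-dose screen; inactive = activation below 50%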;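 note: compound incubated with DTT at 0.8 mM final as the reducing agent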
# Efa HMGR inh – inhibitors of E. faecalis class II HMGR, primary screen, biochemical, Enterococcus faecalis | purified E. faecalis HMGR, NADPH absorbance 340 nm kinetic | inhibition, % at 10 µM | 190,000 tested, 0.41% active | AID 1066, 2008;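 active = inhibition above a set limit, the median over all tested compounds plus 3 SD, cut at about 9.5% in these data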;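 note: enzyme runs in reverse so mevalonate oxidation gives rising NADPH absorbance; 0% = complete reaction with DMSO and 100% = background rate lacking mevalonate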
# STAT1 act – STAT1 signaling activators, primary screen, cell-based, HTS, luciferase reporter; NIH 3T3 STAT1-luciferase reporter, IFN-gamma, luminescence; 100% = IFN-gamma alone, no compound; activation (% of control), % at 5.5 µM; 200,000 tested, 2.6% active; AID 932, 2007;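 active = activation above the screen-wide mean activation plus 3 SD, cut at about 130% in these data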;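 note: raw ratio to IFN-gamma control signal so 100% means no change and 0% no light; values of inactives mirror those of a sister screen read the other way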
# Hsp70 activator – Hsp70 transcriptional activators, primary screen, cell-based, HeLa, Hsp70 promoter luciferase, luminescence, 10 µM. HeLa Hsp70 promoter luciferase reporter; scaled: vehicle 0, proteasome-inhibitor control 100%. activation, % at 10 µM. 200,000 tested, 0.04% active. AID 1203, 2008;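 active = activation above the mean across all tested compounds plus 3 SD, cutoff set per campaign, cut at about 5.5% in these data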;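 note: 100% = MG132 at 30 µM as the positive control and 0% = DMSO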
# FLuc act counter – FLuc activators, initial screening, artefact control for FLuc-dependent activation tests, biochemical, ATPlite luminescence; ATPlite luciferase biochemical, 10 min; 0 = ATP-free wells, 1 = DMSO control; activation factor at 10 µM; 200,000 tested, under 10 active;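 active = luciferase activation factor, scaled between plate controls, of at least 2 with compound at 10 µM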
# Target sequence (P08659 whole entry, looked up): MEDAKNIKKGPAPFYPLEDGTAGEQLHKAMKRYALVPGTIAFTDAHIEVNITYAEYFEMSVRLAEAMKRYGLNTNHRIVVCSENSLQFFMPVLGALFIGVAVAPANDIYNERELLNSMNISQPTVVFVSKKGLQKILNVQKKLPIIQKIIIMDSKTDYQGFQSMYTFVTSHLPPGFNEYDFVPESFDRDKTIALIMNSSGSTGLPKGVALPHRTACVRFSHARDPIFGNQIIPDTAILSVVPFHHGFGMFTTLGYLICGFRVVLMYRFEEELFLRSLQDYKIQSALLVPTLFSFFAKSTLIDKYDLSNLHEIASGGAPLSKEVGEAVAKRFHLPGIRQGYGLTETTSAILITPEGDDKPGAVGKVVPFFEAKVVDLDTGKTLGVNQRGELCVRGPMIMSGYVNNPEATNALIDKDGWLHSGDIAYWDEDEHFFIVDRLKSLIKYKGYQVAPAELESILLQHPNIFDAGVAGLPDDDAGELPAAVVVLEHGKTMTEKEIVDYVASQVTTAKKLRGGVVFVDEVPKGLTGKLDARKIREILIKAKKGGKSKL
#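 Material: Luciferase/luciferin reagent mix; Doses: test compounds dosed from 2 mM stocks in 100% DMSO; Schedule: 10 min incubation after luciferase reagent addition, room temperature; Measured by: luminescence from luciferase reaction; Read-out: luminescence gain marking luciferase activators.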
# G6PDH counter – L. mesenteroides G6PDH inhibitors, counter-screen for G6PDH-coupled screening assays, biochemical, Leuconostoc mesenteroides enzyme. inhibition, % at 5 µM. Purified L. mesenteroides G6PDH, diaphorase/resazurin coupled fluorescence, 45 min. glucose-6-phosphate dehydrogenase [Leuconostoc mesenteroides]. 200,000 tested, 0.12% active. AID 1020, 2008; in the data active = inhibition above about 50%
# APP transl inh – inhibitors of APP translation via 5'UTR reporter, primary screen, APP 5'UTR luciferase, SH-SY5Y cells | inhibition, % at 2 µM | 190,000 tested, 0.82% active | SH-SY5Y APP 5'UTR-luciferase reporter, luminescence;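 active = inhibition above a set limit, derived from the sample mean plus 3 SD, cut at about 45% in these data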; note: values of inactives mirror those of a sister screen read the other way
# APP 5'UTR act – activators of APP 5'UTR luciferase reporter, primary screen, SH-SY5Y cells | SH-SY5Y APP 5'UTR luciferase reporter, luminescence; zero percent = DMSO vehicle wells | activation, % at 2 µM | 190,000 tested, 1% active;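 active = activation above a set limit, based on mean plus 3 SD of controls, cut at about 140% in these data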; note: values of inactives mirror those of a sister screen read the other way
# NF-kB neuron act – activators of NF-kB expression in neurons, primary screen, cell-based, HTS; fold change at 12.5 µM; AID 1239, 2008; 190,000 tested, 1.6% active; human neuronal cells, NF-kB reporter expression; active compounds read high; in the data active = fold change above about 3.3
# FLuc inh counter – firefly luciferase enzyme inhibitors, primary screen, artefact control for luciferase-based inhibitor screens, biochemical, luminescence, ATPLite. 10 min. inhibition, % at 10 µM. 200,000 tested, 1.5% active. AID 1006, 2008;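 active = inhibition above about 50% when tested at 10 µM, limit read from the data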
# * marks the source's active call; other numbers are inactive results; . = not tested or not shown. This is a random part of the collection; about 5.3% have a hit in one of these screens.
SMILES,Redox H2O2 prof,Efa HMGR inh,STAT1 act,Hsp70 activator,FLuc act counter,G6PDH counter,APP transl inh,APP 5'UTR act,NF-kB neuron act,FLuc inh counter
O=C(O)c1ccc(CSc2nnc(COc3ccc(Cl)cc3Cl)o2)cc1,-1.5,5,.,.,0.8,-4,-22,22,1.1,18
O=C1NCC(COCC2CC=CCC2)O1 (stereo unspecified),-0.6,-6,101,-0.1,1.1,1,-5,5,1.2,-7
COC(=O)c1ccc(C)c(NC(=O)CCSc2ccc(Cl)cc2)c1,2.1,1,101,0.0,1,7,3,-3,1.2,-5
O=c1/c(=C/c2ccc(O)cc2)sc2n1CCCN=2,-4.4,-1,139*,0.1,0.8,-2,-82,82,2,18
O=S(=O)(N/N=C\c1cccnc1)c1ccccc1,0.2,2,98,-0.1,1,5,-11,11,0.82,-4
Cc1nn(Cc2c(Cl)cccc2Cl)c(Cl)c1/C=C/C(=O)OCC(=O)NCC(F)(F)F,0.4,-4,98,-0.4,1,-3,-2,2,1.1,-3
Fc1ccc(C2=Nn3c(Cc4ccccc4)nnc3SC2)cc1,17,-3,101,-0.3,1,6,5,-5,1.1,-3
O=C1CC2C(CC(OC(=O)c3ccc(-c4ccccc4)cc3)C2CO)O1 (stereo unspecified),0.0,2,125,-0.3,0.9,6,-2,2,1.8,9
Cc1ccc(NC(=O)CN2CCC(Cc3ccccc3)CC2)cc1S(=O)(=O)N(C)C,-2.6,-3,97,-0.3,1.1,8,2,-3,1.1,-8
COc1ccc(NC2=C(C(C)=O)C(c3ccc(N(C)C)cc3)C(C(C)=O)C(C)(O)C2)cc1 (stereo unspecified),-2.1,-3,103,0.0,1,5,-17,17,0.92,0
N#CC1=C(Nc2ccccc2)SC=C(c2ccccc2)N=C1N1CCOCC1,0.1,3,104,-0.1,1,12,-23,23,1.2,2
O=C(CSc1ncccc1C(=O)O)c1ccc2ccccc2c1,-3.3,-2,117,-0.1,0.6,0,-4,4,1.4,35
Cc1cc(NS(=O)(=O)c2ccc(NC(=O)c3cc4ccccc4o3)cc2)no1,1.1,-3,102,-0.4,1,20,6,-6,1.3,-3
CC(=O)Nc1ccc2nc(N)sc2c1,-0.9,2,100,-0.4,.,.,-14,14,1.4,.
O=C(Cn1c(=O)oc2cc(S(=O)(=O)N3CCc4ccccc43)ccc21)NC1CCCC1,0.0,-5,94,-0.3,1,3,4,-4,0.68,-4
COc1cccc(C(=O)Nc2cccc(SC)c2)c1,3.2,0,129*,0.0,0.7,0,-83,83,2.7,33
CC(C)COc1ccc(-c2cc(C(=O)NN)[nH]n2)cc1,0.5,3,153*,0.0,0.9,-28,-33,33,1.7,7
CCOC(=O)c1c(C)[nH]c(C(=O)CSc2nnc(-c3ccncc3)n2CC)c1C,-0.1,-1,93,-0.3,1,1,-2,2,0.86,-3
Cc1ccc2c(c1)N(CC(=O)N1CCCCC1c1cccnc1)C(=O)CO2 (stereo unspecified),3.6,0,99,-0.2,1.1,-5,0,0,1.2,-6
O=C(O)/C=C\C(=O)NCc1cccnc1,-0.1,-5,96,-0.2,1,-2,-36,36,1.2,-5
Cn1c(=O)c2c(nc(NCC3CCCO3)n2Cc2ccccc2)n(C)c1=O (stereo unspecified),-1.1,7,91,-0.1,1.1,0,13,-13,1.1,-10
CC1(O)CC(=O)N(c2ccccc2)O1 (stereo unspecified),-0.7,-7,98,-0.6,1.1,2,-9,9,1,-8
CCOC(=O)c1c(NC(=S)Nc2cccnc2)sc(C)c1C,-1.9,-3,105,-0.2,1.1,3,-21,21,1.1,-7
COc1ccccc1C(=O)NNC(=O)c1cccc([N+](=O)[O-])c1,-0.1,-3,107,-0.3,0.7,10,-31,31,1.6,28
CCOc1ccc(Nc2nc3cc(S(=O)(=O)N(CC)CC)ccc3o2)cc1,-0.3,-1,98,0.0,1,6,12,-12,0.99,-4
Cc1ccc(CNC(=O)C2CC(c3cccc([N+](=O)[O-])c3)=NO2)o1 (stereo unspecified),-7.7,-2,117,-0.1,1,2,-39,39,2,-3
COc1ccccc1OCCC(=O)OCC(=O)Nc1ccc(Br)cc1,0.2,-3,98,-0.2,1,-20,2,-2,1.1,-1
Cc1ccc(NC(=O)ON=C2CCCC2)cc1,0.0,-6,130*,-0.3,0.4,-5,-38,38,1.1,62*
O=C(Cc1ccc(-n2c(=S)[nH]c3ccccc3c2=O)cc1)N1CCN(c2ccccc2)CC1,0.1,1,97,-0.3,1.1,1,-6,6,1,-6
COC(=O)c1cc(NC(=O)c2ccc(C)cc2)c(=O)oc1C,-1.8,3,121,-0.3,1,2,-23,23,1.5,1
CC(=O)Nc1ccc(-n2cnnn2)cc1,-0.5,5,100,-0.1,1,2,6,-6,1,-4
Cc1cc2c(c(=O)n1CCN(C)C)C(c1ccc(Cl)cc1)C(C#N)=C(N)O2 (stereo unspecified),2.0,2,98,0.1,1,4,-4,3,1.1,-2
COc1cccc(C(=O)Nc2nc3ccccc3[nH]2)c1,0.6,-5,60,-0.4,0.1,1,-150,150*,2.5,91*
CCCC1=C(C(=O)OCC)C(c2ccc(N(C)C)cc2)n2ncnc2N1 (stereo unspecified),-0.5,-2,95,0.3,1.1,11,2,-2,0.93,-9
Cc1cccc(C)c1OCCNC(=O)C(=O)NCc1ccco1,-0.6,-4,98,-0.3,1,15,85*,-85,1.1,-2
Nc1c(C(=O)N2CCCCC2)sc(=S)n1-c1ccccc1,0.9,-3,99,-0.3,1,1,6,-6,1.1,3
CCOc1cccc(-c2nn(-c3ccccc3)cc2/C=C(/C#N)C(=O)NCCCn2ccnc2)c1,0.9,-5,103,-0.4,1.1,-3,18,-18,0.43,-8
CCOP(=O)(c1ccccc1)c1nc(-c2ccccc2Cl)oc1N1CCCCC1 (stereo unspecified),-0.3,-8,88,0.0,1,12,-8,8,0.96,0
Cc1cccc(N2CCN(C(=S)Nc3ccc4nc(N5CCN(C)CC5)cc(C)c4c3)CC2)c1C,0.2,2,102,-0.4,1,-5,87*,-87,1.2,0
COc1ccc2c(c1)c(CC(=O)Nc1ccc(C(C)=O)cc1)c(C)n2C(=O)c1ccc(Cl)cc1,0.4,-7,100,-0.3,1.2,-28,-3,3,1.1,-18

# Entries of single compounds from above. Order of screens: Redox H2O2 prof	Efa HMGR inh	STAT1 act	Hsp70 activator	FLuc act counter	G6PDH counter	APP transl inh	APP 5'UTR act	NF-kB neuron act	FLuc inh counter
# `COC(=O)c1cc(NC(=O)c2ccc(C)cc2)c(=O)oc1C` is listed with -1.8	3	121	-0.3	1	2	-23	23	1.5	1
# `Cn1c(=O)c2c(nc(NCC3CCCO3)n2Cc2ccccc2)n(C)c1=O` (stereo unspecified) is listed with -1.1	7	91	-0.1	1.1	0	13	-13	1.1	-10
# `Cc1cc2c(c(=O)n1CCN(C)C)C(c1ccc(Cl)cc1)C(C#N)=C(N)O2` (stereo unspecified) is listed with 2.0	2	98	0.1	1	4	-4	3	1.1	-2

# Next records:
SMILES,Redox H2O2 prof,Efa HMGR inh,STAT1 act,Hsp70 activator,FLuc act counter,G6PDH counter,APP transl inh,APP 5'UTR act,NF-kB neuron act,FLuc inh counter
Cc1ccc(NC(=O)C(Nc2cccc(C)c2)c2ccccc2)cc1 (stereo unspecified),-0.5,-6,103,-0.1,1,13,-15,15,1.1,0
CC(=O)NC1(c2nnnn2CCOC(=O)Nc2ccc(Cl)cc2)CCCC1,-0.5,0,107,0.1,1,12,2,-2,1.1,3
S=C1NCCNC(=S)NCCOCCN1,-1.8,-3,101,0.0,1.1,-3,-3,3,1.2,-9
Cc1cccc(NC(=O)N(Cc2cc3cc(C)cc(C)c3[nH]c2=O)CC2COCCO2)c1 (stereo unspecified),0.6,.,104,-0.4,1.1,3,7,-7,0.43,-7
CNC(=S)NNC(=O)c1sc2cc(C(F)(F)F)cnc2c1-c1cccnc1,-0.3,-5,99,-0.2,1,-1,10,-10,1.5,0
O=C(Nc1cccc(S(=O)(=O)N2CCCC2)c1)c1ccc2c(c1)OCO2,1.0,4,99,0.0,1,6,1,-1,1.1,5
Cc1nnc(SCc2cc(=O)[nH]c(/N=C(\N)Nc3ccccc3Sc3ccccc3)n2)s1,0.1,-2,88,0.2,1.1,10,-16,16,0.79,-6
CC(=O)NCCNC(=O)CCNC(=O)c1ccc(Cl)cc1,0.6,-1,88,-0.3,1.1,4,-7,7,1.4,-6
CCCCOC(=O)Nc1nnc(CCc2ccccc2)s1,0.4,-6,90,-0.3,1,0,.,.,1.1,-3
CC1(C)CC(=O)C(N=Nc2ccc3ncsc3c2)=C(O)C1,-0.3,3,102,0.1,0.8,4,-7,7,1.4,21
O=C(Nc1ncnc2sc3c(c12)CCC3)c1ccco1,2.6,-4,103,1.0,1,12,-10,10,1.2,2
CC(C)c1ncc(C(O)c2cccc3ccccc23)n1C (stereo unspecified),0.0,3,97,-0.2,1.1,11,7,-7,0.8,-6
O=C(CN1CCC(NC(=O)Cc2ccccc2)CC1)Nc1ccccc1Br,-0.4,-1,102,-0.5,1,16,.,.,1.2,-3
O=C(NCc1ccc(Cl)cc1)c1ccc(N2CCCC2=O)cc1,-0.3,-6,110,0.0,1,-1,13,-13,1.4,-4
CCN1CCN(C(=O)c2cc(COc3ccc4ncccc4c3)on2)CC1,-1.9,-1,78,-0.1,1,9,-6,6,1.1,1
COc1ccccc1C(c1nnnn1Cc1ccccc1)N1CCN(c2nc3ccccc3s2)CC1 (stereo unspecified),2.6,-8,91,-0.5,1.1,4,-5,5,0.67,-12
N#C/C(=C\c1cn[nH]c1-c1ccc(Cl)cc1)C(=O)NC1CC1,-0.2,-6,112,-0.2,1.1,5,18,-18,0.93,-7
CC(C)(C)OC(=O)N1CCN(C(=O)c2cccnc2Cl)CC1,-0.2,0,104,-0.2,1.1,7,7,-7,1.1,-6
CCCc1cc(-c2nc(-c3ccc(Cl)cc3)cs2)ccn1,-4.3,-4,109,-0.2,1,2,2,-2,1.7,-1
Cc1ccc(N2CC(C(=O)N3CCN(C(=O)c4ccco4)CC3)CC2=O)cc1 (stereo unspecified),2.4,-5,105,-0.3,1,-13,-5,5,1.1,-4
O=C(NCc1ccccc1)c1cc(=O)c2ccccc2o1,-0.7,4,96,-0.3,1.1,7,2,-2,0.87,-5
COc1ccc(CNc2nc3ccccc3n2Cc2ccc(C)cc2)cc1OC,0.0,-4,94,-0.5,1,4,-32,32,0.78,-1
COc1ccc(C(=O)Nc2ccc(S(=O)(=O)NC(C)=O)cc2)cc1,-1.2,-3,103,0.1,1.1,7,-5,5,1.2,-5
COc1ccc(C(=O)NCC(=O)OCC(=O)Nc2cc([N+](=O)[O-])ccc2F)cc1,0.2,1,97,-0.2,0.7,8,3,-3,0.95,30
Cc1ccc(-c2ccc(=O)n(CCC(=O)NCc3ccccn3)n2)cc1,4.0,-5,100,0.0,1,-22,1,-1,0.93,-5
